C2C12 statin: protects C2C12 myotubes from simvastatin toxicity | ATP luminescence, 48 h; scaled: DMSO 0, geranylgeraniol control 100 | 330,000 compounds, 0.78% hits | rescue of ATP level, % at 7.49 µM;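 active = mean ATP rescue above about 67%, or every replicate alone reaching that limit, limit read from the data, passing the limit was not always enough; inconclusive = no clear call, values can overlap the other calls; inactive = mean under the limit and some replicate under it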;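 note: myotubes were challenged with 10 µM simvastatin during compound exposure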
SIRT5 block: blocks human SIRT5 desuccinylation of peptide; Purified SirT5, succinyl-peptide AMC, trypsin-coupled fluorescence; inhibition, % at 15 µM; 330,000 compounds, 1.1% hits; AID 652115; in the data active = inhibition above about 15%; inconclusive = no clear call, values can overlap the other calls
DENV2 CPE rescue: inhibitors of DENV2 cytopathic effect; CPE inhibition, % at 9.99 µM; 350,000 compounds, 1.7% hits; AID 651640; DENV2-infected cells, cytopathic effect rescue, plate reader; in the data active = CPE inhibition above about 20%, passing the limit was not always enough; inconclusive = no clear call, values can overlap the other calls; tested in BHK-21 cells;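 note: 0% = median of neutral control wells and 100% = median of positive control wells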
E-selectin induc: induces E-selectin expression in human endothelial cells | P16581 | AID 686992 | HUVEC E-selectin immunofluorescence imaging; normalized: neutral wells 0, TNF-alpha wells 100 | 260,000 compounds, 0.37% hits | activation, % at 7.58 µM;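 active = mean E-selectin-positive cell signal at least 10% of the positive control, reached in at least 60% of replicates, without over 20% cell loss; inconclusive = no rule given, readout overlaps actives, possibly toxicity-flagged; inactive = the rest, including those meeting only one limit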;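 note: in these data hits start at about 27%; measured in HUVEC primary endothelial cells; signal is the percent of cells scored E-selectin positive by PE staining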
Target sequence (P16581 whole entry, looked up): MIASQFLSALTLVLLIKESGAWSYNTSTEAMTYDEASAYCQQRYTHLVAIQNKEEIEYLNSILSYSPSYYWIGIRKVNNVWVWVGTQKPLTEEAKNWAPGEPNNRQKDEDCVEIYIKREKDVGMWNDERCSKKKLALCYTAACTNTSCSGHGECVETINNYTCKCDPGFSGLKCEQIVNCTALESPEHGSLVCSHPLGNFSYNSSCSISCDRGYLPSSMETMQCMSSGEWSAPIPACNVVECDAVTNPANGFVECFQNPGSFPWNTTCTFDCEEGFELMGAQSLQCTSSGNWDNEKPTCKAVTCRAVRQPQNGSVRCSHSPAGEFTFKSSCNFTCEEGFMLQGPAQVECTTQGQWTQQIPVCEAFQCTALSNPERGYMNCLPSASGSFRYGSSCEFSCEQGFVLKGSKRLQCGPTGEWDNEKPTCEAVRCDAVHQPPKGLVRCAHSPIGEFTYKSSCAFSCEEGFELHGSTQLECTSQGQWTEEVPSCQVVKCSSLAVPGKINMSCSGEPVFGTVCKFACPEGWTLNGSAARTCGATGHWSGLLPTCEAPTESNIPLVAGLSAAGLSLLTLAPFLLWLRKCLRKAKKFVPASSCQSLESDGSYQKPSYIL
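Read-out: % PE-positive cells | Test system: HUVEC | Doses: One compound dose added by pin transfer | Buffer or medium: EGM-2 over gelatin coat | Signal: Immunofluorescence imaging | Benchmarks: TNF-alpha, DMSO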
PglD inh: blocks C. jejuni PglD acetyltransferase activity; 360,000 compounds, 0.098% hits; inhibition, % at 12.5 µM; purified PglD enzyme, DTNB colorimetric CoA detection; in the data active = inhibition above about 16%, passing the limit was not always enough; inconclusive = no clear call, values can overlap the other calls; note: strong numbers were not always called active
ERp5 inh: inhibitors of human ERp5. AID 651711. Q15084. ERp5 insulin aggregation, absorbance 650 nm, 90 min. 350,000 compounds, 0.05% hits. inhibition, % at 9.99 µM;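 active = mean replicate inhibition above about 25%, with every replicate also reaching it, limit read from the data, passing the limit was not always enough; inconclusive = only one of those two criteria met; inactive = neither criterion met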
S100A4 MyoIIA: blocks human S100A4 binding to myosin IIA peptide | P26447 | S100A4/TAMRA-MyoIIA peptide fluorescence polarization | inhibition, % at 10.7 µM | 360,000 compounds, 0.14% hits;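 active = mean inhibition of at least 70% across replicates, with every replicate also reaching that level; inconclusive = mean inhibition reaches 70% but some replicates fall short; inactive = mean inhibition below 70%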
Target sequence (P26447 whole entry, looked up): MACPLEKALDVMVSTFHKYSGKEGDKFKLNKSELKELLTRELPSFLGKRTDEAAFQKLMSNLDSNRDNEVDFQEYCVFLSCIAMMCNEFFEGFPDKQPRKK
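Material: S100A4 monomer (human). Medium: Calcium-containing HEPES buffer, pH 7.2. Probe or stimulus: labelled myosin peptide probe, 5 nM. Compound dosing: one concentration per compound. Timing: polarization read 5 min after assay mix addition, stable 5–60 min. Benchmarks: DMSO as neutral control, TFP as positive control.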
Starred values were filed as active, the others as inactive; u = inconclusive; x = no result given.

Values in the order: C2C12 statin	SIRT5 block	DENV2 CPE rescue	E-selectin induc	PglD inh	ERp5 inh	S100A4 MyoIIA
1. C[C@@H]1CCCCO[C@@H](CN(C)CC2CCCCC2)[C@H](C)CN([C@@H](C)CO)C(=O)c2cc(N(C)C)ccc2O1
    -23	1	5	0.2	0	-1	2
2. C[C@H]1CCCCO[C@H](CN(C)C(=O)CCCN(C)C)[C@@H](C)CN([C@@H](C)CO)C(=O)c2cc(NC(=O)c3ccccc3)ccc2O1
    11	0	53*	2.5	0	0	3
3. Cc1ccc(S(=O)(=O)/N=C(/c2ccccc2)N2CCOCC2)c(C)c1
    x	-3	6	x	x	8	7
4. Cc1ccc(S(=O)(=O)N2CCC(C(=O)O)CC2)cc1
    x	-4	-2	x	x	2	-6
5. CC1CCCCN1CCCNC(=O)c1cc(Br)c(Br)[nH]1 (centres undefined)
    x	-2	18	0.0	x	6	-7
6. OC[C@H]1[C@@H](c2ccc(C#Cc3cccnc3)cc2)[C@H]2CN(Cc3ccccc3F)CCCCN21
    -9	3	-20	0.2	-6	-2	-40
7. COc1ccccc1C#Cc1ccc([C@@H]2[C@@H](C#N)N(C(=O)C3CC3)[C@H]2CO)cc1
    41	2	-3	0.6	0	4	6
8. C[C@@H]1CN([C@@H](C)CO)C(=O)c2cc(NC(=O)Cc3cn(C)c4ccccc34)ccc2O[C@H]1CN(C)S(=O)(=O)c1cccs1
    111*	2	0	x	9	-1	13
9. CO[C@H]1CC[C@H]2CCN(C)C(=O)[C@@H](C)N(C)C(=O)c3cccc(C#N)c3OC[C@H]1O2
    20	-2	-4	0.0	-1	0	1
10. COc1ccc(NC(=O)COC(=O)c2c(F)cccc2Cl)cc1OC
    x	-2	-3	0.4	x	-3	-5
11. CC(C)NC(=O)Nc1ccc2c(c1)C(=O)N([C@@H](C)CO)C[C@@H](C)[C@H](CN(C)S(=O)(=O)c1ccc(F)cc1)O2
    -9	-1	u	0.1	6	-2	-10
12. C[C@H](CO)N1C[C@H](C)[C@H](CN(C)C(=O)Nc2ccc(C(F)(F)F)cc2)Oc2c(NS(=O)(=O)c3ccc(F)cc3)cccc2C1=O
    -53	1	5	1.4	46	0	4
13. CC(=O)N1CCN(c2ccc(N)cc2)CC1
    11	1	-9	0.0	-1	2	-2
14. COc1ccc(CNC(=O)C[C@H]2C=C[C@@H](NC(=O)c3ccc4c(c3)OCO4)[C@H](CO)O2)cc1
    21	0	u	0.0	-3	-2	1
15. CCOC(=O)N1CCN(C(=O)C[C@H]2C[C@@]3(C(=O)OC)C(=C[C@H](COCc4ccccc4)O[C@@H]3C)N(Cc3ccc4c(c3)OCO4)C2=O)CC1
    x	x	0	-0.3	x	8	-1
16. COC(=O)c1ccc(CNC(=O)COC(=O)CCC2CCCC2)cc1
    x	-4	-1	-2.2	x	1	0
17. Cn1nnnc1SCC(=O)C(C)(C)C
    3	-1	-2	8.7	-1	-6	5
18. Cc1cc(C)cc(NC(=O)c2cc3c(=O)n4ccccc4nc3s2)c1
    -122	-5	2	0.0	7	-4	2
19. O=C(NC1CC1)c1ccc(CS(=O)c2ccc(Br)cc2)o1 (centres undefined)
    1	-5	-4	x	1	0	-4
20. CS(=O)(=O)Nc1ccc2c(c1)[C@H]1C[C@@H](CC(=O)NCc3ccccc3)O[C@@H](CO)[C@H]1O2
    -4	3	6	-0.7	-2	1	-5
21. CCCSC1=C(C#N)C2(CCCCC2)C(C#N)=C(N)N1
    x	-10	-4	-0.1	x	0	-2
22. O=C(CSc1nnc(-c2ccccc2Cl)o1)Nc1ccccn1
    -11	-2	7	x	-2	5	-3
23. C/C(=N\NC(=O)c1cccc(S(=O)(=O)N2CCOCC2)c1)c1ccc(OCC(=O)N(C)C)cc1
    x	1	19	-0.1	x	-3	-8
24. COc1cc2c(cc1OC)CN(C(=O)[C@@H]1[C@H]3C(=O)O[C@H](c4ccccc4)[C@H](c4ccccc4)N3[C@H](c3ccc(O)cc3)[C@@]13C(=O)Nc1ccc(C#CCCO)cc13)CC2
    x	6	3	x	-1	-4	15
25. COc1ccc(-c2csc(NC(=O)CN3C(=O)C4CCCCC4C3=O)n2)cc1OC (centres undefined)
    5	-2	-5	-2.9	-3	8	-2
26. CCn1cc(C(=O)N[C@@H](C)C(=O)OC)c(=O)c2cc3c(cc21)OCO3
    -5	-4	1	x	-8	2	0
27. CCCCN1C=C(C(=O)OCC)C(=O)CC1
    -6	-2	10	x	-2	3	-1
28. COc1ccc(/C=C2\SC(=S)N(CC(=O)NCCO)C2=O)cc1
    x	x	-9	x	x	1	-1
29. Cc1cc(C)n(CCCNC(=O)C(C)(C)Oc2ccc(Cl)cc2)n1
    -2	10	-5	6.6	-2	-2	-1
30. COc1ccc(-c2ccc(CN3C(C)C(=O)N(Cc4cn(CCC5OCCO5)nn4)CCS3(=O)=O)cc2)cc1OC (centres undefined)
    5	6	-4	0.1	x	2	0
31. CC(=O)c1ccc2noc(-c3cccc(F)c3)c2c1
    -1	-3	-4	x	2	2	1
32. Cc1ccc(S(=O)(=O)Nc2ccsc2C#N)cc1
    -8	0	5	1.2	1	2	-1
33. Cc1ccc(S(=O)(=O)N2CCC3(CC2)CC(=O)c2ccccc2O3)cc1
    -2	-17	0	-0.1	-2	9	-4
34. COc1ccc(Nc2nc(N)nc(CSC(=S)N3CCN(c4ccccc4)CC3)n2)cc1
    x	-2	5	x	x	-3	3
35. COc1ccc(C(N)c2csc(Nc3ccc(C(F)(F)F)cn3)n2)cc1 (centres undefined)
    -7	-3	4	-0.3	0	-1	-8
36. O=C(C[C@H]1C[C@@H]2c3cc(NC(=O)C4CCC4)ccc3O[C@@H]2[C@H](CO)O1)NCc1ccccn1
    2	1	-3	-0.3	0	-3	-12
37. CC1CCCN(Cc2c(O)ccc3c2O/C(=C\c2ccco2)C3=O)C1 (centres undefined)
    x	8	9	2.0	x	5	0
38. OCCN=C1CCCc2c1[nH]c1ccc(Cl)cc21
    -1	1	9	0.0	x	u	-3
39. CCn1nnc2cc(C(=O)Nc3cccc(S(=O)(=O)N(C)C)c3)ccc21
    -6	0	-5	x	4	9	-8
40. Cc1ccc(S(=O)(=O)N2CCN(C(=O)COC(=O)COc3ccc(Br)cc3)CC2)c(C)c1
    0	-1	-3	-0.3	7	-12	-2
41. NC(=O)c1ccccc1NC(=O)Nc1cccc(Cl)c1Cl
    x	-1	1	-1.2	4	-5	-29
42. C=CCn1c(N)c(C(=O)N2CCN(C)CC2)sc1=S
    2	1	x	x	-11	0	1
43. O=C(c1ccc(OC2CCN(C/C=C/c3ccc(F)cc3)CC2)cc1)N1CCCC1
    -8	1	4	0.9	-5	-3	1
44. C[C@@H]1CN([C@H](C)CO)C(=O)c2cccc(NC(=O)Nc3ccc(C(F)(F)F)cc3)c2O[C@H]1CN(C)S(=O)(=O)c1ccc(F)cc1
    -6	10	-11	1.1	0	3	16
45. CC(=O)Nc1ccc(NC(=O)c2cc(=O)c3ccccc3o2)cc1
    31	6	-1	0.3	1	-1	-5
46. Cc1ccc(S(=O)(=O)N[C@H]2CC[C@H](CCn3cc(C4(O)CCCC4)nn3)O[C@@H]2CO)cc1
    1	-3	u	0.0	3	2	6
47. Cc1ccc(Sc2c(C)nn(C(=O)CNS(=O)(=O)c3ccc(F)cc3)c2C)cc1
    3	0	-2	x	x	4	5
48. COc1cccc(N2[C@@H](CC(=O)O)c3cc(C(F)(F)F)ccc3S2(=O)=O)c1
    -11	x	-7	0.0	4	4	-2
49. COc1ccccc1C(CNC(=O)C1CC(=O)N(Cc2ccc(C)cc2)C1)N1CCCC1 (centres undefined)
    6	-1	0	-0.2	-3	0	-3
50. S=C(NCc1ccncc1)NC1CCCCC1
    x	-2	6	x	27*	7	-4
51. CCCCOc1ccc(C(=O)NCC(=O)NC2CC2)cc1
    -5	-1	0	0.0	-7	3	-5
52. Cc1cc(=O)n2nc(N3CCCC(C(=O)NCc4ccccc4Cl)C3)sc2n1 (centres undefined)
    -7	4	17	x	-1	1	1
53. Cc1ccc(C(=O)C(C)OC(=O)c2nc(Cl)ccc2Cl)cc1 (centres undefined)
    10	-1	7	2.9	0	-1	-4
54. COc1ccc(NC(=O)N(C)C[C@H]2Oc3ccc(NC(=O)Nc4ccc(F)cc4)cc3C(=O)N([C@H](C)CO)C[C@@H]2C)cc1
    -18	0	-5	0.2	-1	-3	5
55. Cn1c(-c2ccc(F)cc2)cnc1NCc1cccc([N+](=O)[O-])c1
    -8	0	0	x	2	3	-5
56. Cc1cccc(NS(=O)(=O)c2ccc(S(=O)(=O)N3CCCC3)cc2)c1
    11	-12	u	206*	-1	2	-2
57. C[C@H]1CN([C@@H](C)CO)C(=O)Cc2cc(NC(=O)Nc3ccc4c(c3)OCO4)ccc2O[C@@H]1CN(C)C(=O)NC1CCCCC1
    6	4	-1	-0.1	-3	-7	3
58. COc1ccc(/C=C/C(=O)Nc2ccc(NC(C)=O)cc2)cc1S(=O)(=O)N1CCOCC1
    -113	-3	-1	2.3	-4	-3	-10
59. CC(=O)N[C@@H]1C=C[C@@H](CC(=O)NCC2CCCCC2)O[C@H]1CO
    2	-2	15	-0.5	4	3	-2
60. CCOC(=O)C(C)(C)Oc1ccc(Cl)cc1
    2	1	10	-2.3	6	2	9

The results go on:
Values in the order: C2C12 statin	SIRT5 block	DENV2 CPE rescue	E-selectin induc	PglD inh	ERp5 inh	S100A4 MyoIIA
61. Cc1nc2ccc(S(=O)(=O)Nc3cc(-c4nc5cccnc5s4)ccc3C)cc2s1
    -8	1	-2	x	-1	1	-12
62. COc1ccc(S(=O)(=O)N(C)C[C@H]2OCCCC[C@@H](C)Oc3ccc(NS(=O)(=O)c4ccccc4)cc3C(=O)N([C@@H](C)CO)C[C@@H]2C)cc1
    x	10	1	x	-1	-1	-5
63. CCN1CC(CN(C)Cc2nc(COc3ccccc3)no2)CC1=O (centres undefined)
    2	-1	12	x	7	-4	-3
64. CCCc1cc(=O)c2ccc(OCC(C)=O)cc2o1
    34	-5	12	0.0	-1	4	-4
65. C[C@@H]1CN([C@@H](C)CO)C(=O)Cc2cc(NC(=O)C3CCCCC3)ccc2O[C@H]1CN(C)Cc1ccc2c(c1)OCO2
    6	4	-1	-0.5	4	0	5

Molecules listed so far that contain a furan ring, fused or not, in the order listed:
Values in the order: C2C12 statin	SIRT5 block	DENV2 CPE rescue	E-selectin induc	PglD inh	ERp5 inh	S100A4 MyoIIA
19. O=C(NC1CC1)c1ccc(CS(=O)c2ccc(Br)cc2)o1 (centres undefined)
    1	-5	-4	x	1	0	-4
37. CC1CCCN(Cc2c(O)ccc3c2O/C(=C\c2ccco2)C3=O)C1 (centres undefined)
    x	8	9	2.0	x	5	0

From PubChem

Some of the compounds tested; rates above refer to the full screens.
